Assay outcomes as filed in PubChem.
p53ts 32C kill = qHTS Screen for Compounds that Selectively Target Cancer Cells with p53 Mutations: Cytotoxicity of p53ts Cells at the Permissive Temperature; H1299-p53A138V at 32C, ATP luminescence viability, 24 h; Potency, µM (top dose mostly 46.1 µM), inactives show at the highest dose activity change, negative = cytotoxicity, hits mostly cytotoxic; 130,000 tested, 0.93% active; AID 924, 2007;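 note: 0% = DMSO and -100% = full killing by reference compound; nearly all actives have a fitted effect of over 55% in size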
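ATP-content luminescence (ATPlite) read-out after 24 h compound exposure at 32C in H1299-p53A138V cells (600/well). Tested up to 46 uM. Normalized to DMSO (0%) and 100 uM tamoxifen (100% killing); Hill-fit AC50.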
IkB signaling = IkB Signaling; 110,000 tested, 0.04% active; Potency, µM (highest dose often 57.1 µM), inactives show top-dose IkBa stabilization activation; AID 445, 2006; ABC-DLBCL IkBa-CBG/CBR dual luciferase ratio, 4 h; response scale: scaled: untreated 0%, proteasome inhibitor 100%; active = well fitted curve in the direction sought with a large enough effect in the signal ratio, not every such curve was filed as active; inconclusive = small, poorly fitted or top-dose-only effect, or a change in a side signal; the % refers to the signal ratio;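 note: the direction sought is a rising ratio; 0% = basal untreated cells and 100% = reference inhibitor full response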
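Curves were fitted separately to fusion (green), unfused (red) and ratio luminescence, then classed by r2, magnitude and activity. Cells: OCI-Ly3, 4 h compound plus doxycycline at 37C; 10 uM MG-132 defined full response.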
Peg3 imprint = qHTS Assay for Compounds that Induce Erasure of Genomic Imprints; 110,000 tested, 0.02% active; AID 1948, 2009; mouse ES Peg3-LacZ reporter, beta-gal luminescence, 40 h; Potency, µM (highest dose often 60.7 µM), without a hit: at the top dose activity change, positive = activation, most hits filed as activators;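 note: 0% = negative control wells on the plate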
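Imprint erasure is scored as LacZ activity from the silenced maternal Peg3 allele in feeder-free female ES cells cultured 40 h with LIF. Luminescence is normalized to in-plate negative controls and fitted to the Hill equation.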
p53ts 39C kill = qHTS Screen for Compounds that Selectively Target Cancer Cells with p53 Mutations: Cytotoxicity of p53ts Cells at the Nonpermissive Temperature. H1299-p53A138V viability at 39C, ATP luminescence, 24 h. Potency, µM (series often up to 46.1 µM), without a hit: at the highest dose activity change, negative = cell killing, most hits filed as cytotoxic. 130,000 tested, 1.5% active. AID 902, 2007; note: nearly all actives have a fitted effect of over 55% in size
Active calls of the source: *; ? = inconclusive; . = not tested or not shown; [ ] = remark or other dose. Unless noted, calls come from the whole dose curve; as a rule, active = well fitted curve in the direction sought with a large enough effect; inconclusive = small, poorly fitted or top-dose-only effect, or another doubt; inactive = no such curve, though single readings can be large; an effect the other way counts as inactive or inconclusive. Unless noted, % is set by controls: 0 for no effect and ±100 for the full control effect; potency is the fitted concentration of half-maximal effect.

structure,p53ts 39C kill,p53ts 32C kill,IkB signaling,Peg3 imprint
CNS(=O)(=O)c1cc(OC)ccc1OC,6%,5%,1.8%,-1%
O=C(c1cc(-c2ccncc2)nc2ccccc12)N1CCN(c2ccccn2)CC1,-25%,-16%,-0.5%,-18%
CCOC(=O)c1c(-c2ccc(OC)c(OC)c2)csc1NC(=O)c1ccc(F)cc1,12%,-4%,?,-9%[10.9 µM]
CCCOc1ccc(C2C(=O)N(C3CCCCC3)CC(=O)N2C2CCCCC2)cc1OC (stereo not drawn),-21%,5%,1.4%,-16%[10.9 µM]
COCCNC(=O)COC(=O)CSCc1nc2ccccc2s1,5%,-13%,-6.5%,-7%
CCCCN1C(=O)NC(NC(C)=O)(C(F)(F)F)C1=O (stereo not drawn),3%,-2%,0.2%,-2%
CCN(CC)CCCOc1nc(C)nc2c1oc1ccccc12,-2%,-3%,4.8%,-34%[inhibitor]
CCOC(=O)N1CCC(n2c(SCC(=O)NCc3ccco3)nc3ccsc3c2=O)CC1,4%,-2%,1.1%,-12%
COC(=O)[C@@H](NC(=O)N1CCN(c2cccc(C(F)(F)F)c2)CC1)C(C)C,12%,4%,2.5%,-11%
CCN(C(=O)COC(=O)c1cccnc1SC)C1CCS(=O)(=O)C1 (stereo not drawn),-4%,3%,?,-37%[inhibitor]
O=C(NCc1ccccc1Br)c1cnc2sc(N3CCCCCC3)nn2c1=O,-13%,-10%,?,11%[10.9 µM]
Cc1cc(C)n(-c2cc(N3CCOCC3)ncn2)n1,0%,9%,-2.3%,-1%
CC1(C)CC(=O)C(Sc2nnc(-c3ccc(O)cc3)n2CC2CCCO2)C(=O)C1 (stereo not drawn),3%,-4%,-0.3%,-6%
O=C1NCCCN1Cc1ccc(F)cc1Cl,-7%,-5%,0.0%,0%
O=c1[nH]c2ccc(NCc3ccc(-c4ccccc4F)o3)cc2[nH]1,-14%,-11%,-0.3%,-14%[10.9 µM]
COc1ccc(Nc2nc(C)cc(C)c2C(N)=O)c(OC)c1,2%,3%,2.0%,-5%
O=c1cc(CN2CCN(c3ccc(F)cc3)CC2)nc2sccn12,-13%,1%,4.7%,-15%
Oc1ccc(C(=S)N2CCCCC2)cc1Cl,15%,9%,-1.0%,-13%
CCC(C)NC(=O)Cn1cc2c(n1)CCC(C)C2 (stereo not drawn),5%,-5%,-0.8%,-5%
CCC1CN(C(=O)NCc2cccc(OC)c2)c2ccccc2O1 (stereo not drawn),-15%,9%,1.2%,-14%[10.9 µM]
COc1cc(C(=O)N2CCN(c3ccc(Nc4ccccc4)nn3)CC2)cc(OC)c1OC,-11%,-2%,-3.6%,-13%[10.9 µM]
O=C(COc1ccc([N+](=O)[O-])cc1)Nc1cccc2cccnc12,6%,-4%,-4.0%,4%[10.9 µM]
COc1ccccc1-c1ccc(Nc2cccc(C(F)(F)F)c2)nn1,7%,13%,.,.
CCOC(=O)N1CCN(S(=O)(=O)c2cc(OCC(N)=O)c(C)cc2Cl)CC1,7%,1%,2.9%,-9%
CCc1nnc(NC(=O)c2ccc(S(=O)(=O)N3CCCCC3C)cc2)s1 (stereo not drawn),2%,5%,0.4%,3%
CCOc1ccc(NC(=O)CN2C(=O)C3CC=CCC3C2=O)cc1 (stereo not drawn),4%,7%,-3.4%,-4%
CC1=C(C(=O)OCC(C)C)[C@]23C(=O)c4ccccc4[C@@]2(O1)OC(N)=C3C#N,5%,-12%,.,.
CCOC(=O)C1=CSC2=NS(=O)(=O)CCN12,4%,1%,0.3%,-4%
Cc1cc2cc(C(c3nnnn3Cc3ccco3)N3CCc4ccccc43)c(=O)[nH]c2cc1C (stereo not drawn),6%,22%,?,-5%
Cc1ccccc1Cn1c2ccccc2c2cnn(CC(=O)NCc3ccccn3)c(=O)c21,?,4%,?,-11%[10.9 µM]
COC(=O)CSc1nc2cc3c(cc2cc1C)OCCO3,-17%,-10%,-7.4%,-18%
COc1ccc(OC)c(C2C(C(N)=O)=C(C)Nc3nc(-c4cccc(Cl)c4)nn32)c1 (stereo not drawn),-17%,-8%,-0.1%,-10%[10.9 µM]
CC1CCCN(C(=O)Cn2c(=O)oc3ccccc32)C1 (stereo not drawn),6%,3%,0.0%,9%
Cn1c(CCN2CCOCC2)nc2cc(NC(=O)COc3ccccc3)ccc21,7%,-2%,-1.6%,-3%
Brc1cnc(N2CCCC2)nc1N1CCCCC1,-5%,0%,-3.6%,-5%
COc1cccc(-c2ccc3ncnc(NCc4ccc(OC)cc4OC)c3c2)c1,-3%,1%,2.3%[11.4 µM],-17%
CCOC(=O)c1c(Nc2nc(C)c(C(=O)NC)s2)sc(C)c1C,-14%,8%,0.3%,-11%
COc1ccc(S(=O)(=O)NC2(C(F)(F)F)NC(=O)N(CCc3ccccc3)C2=O)cc1 (stereo not drawn),20%,7%,-0.4%,1%[10.9 µM]
CCC(Sc1nc2ccccc2c2nc(CCn3c(C)nc4ccccc43)nn12)C(=O)Nc1ccc(F)cc1 (stereo not drawn),-15%,4%,-2.6%,15%[10.9 µM]
CCOC(=O)Cn1c(CN(C)Cc2ccccc2)nc2c1c(=O)n(C)c(=O)n2C,-8%,14%,?,-2%
O=C(CCc1ccc(S(=O)(=O)NCCc2ccccc2)cc1)NCc1ccco1,0%,0%,.,.
CC(Sc1oc(-c2cccs2)nc1S(=O)(=O)c1ccccc1)c1ccccc1 (stereo not drawn),?,11%,-2.8%,-12%[10.9 µM]
N#Cc1c(N)c(C(=O)c2ccccc2)n2c1CCC2,14%,8%,-0.9%,-2%
NC(N)=NCCC[C@H](NC(=O)CC1(CC(=O)N2CCN(C3c4ccccc4NC(=O)c4ccccc43)CC2)CCCC1)C(=O)NCCn1c(=O)n(-c2ccccc2)n(-c2ccccc2)c1=O (stereo partly drawn),0%,2%,.,-6%
COC(=O)[C@H](CC(C)C)NC(=O)NC1CCCc2ccccc21 (stereo partly drawn),-2%,-11%,0.5%,-3%
CN(C)c1ccc(-c2nn3c(-c4ccccc4Cl)nnc3s2)cc1,-7%,3%,-0.7%,-27%
CN(CC(O)COCc1cccs1)C1CCCCC1 (stereo not drawn),-6%,5%,0.0%,-7%
O=C(O)C1CCCN1C(=O)Nc1ccc(F)cc1 (stereo not drawn),-4%,-4%,-0.7%,6%
CCc1ccc(S(=O)(=O)Nc2cc(-c3cn4ccccc4n3)ccc2C)cc1,-4%,4%,0.4%,-3%[10.9 µM]
Cc1nnc(SCC2CCCO2)n1-c1ccccc1 (stereo not drawn),7%,7%,-1.4%,-7%

Continuation:
structure,p53ts 39C kill,p53ts 32C kill,IkB signaling,Peg3 imprint
COc1cc(Cl)c(C)cc1NC(=O)CSCC#N,3%,-2%,.,.
CCC/C=C(\CCC)C(NS(=O)(=O)c1ccc(Cl)cc1)c1ccc(C(=O)OC)cc1 (stereo not drawn),15%,15%,.,-22%
Cc1cc(C)n(CCCNC(=O)c2ccc(S(=O)(=O)NCc3ccco3)cc2)n1,-11%,10%,0.0%,-7%
O=c1c(-c2ccc(Cl)cc2)nc2cnc(N3CCOCC3)nc2n1C[C@H]1CCCO1,-3%,17%,-0.4%[11.4 µM],-2%
O=C(CNC(=O)c1ccc(Br)o1)Nc1cccc(-c2cnc3ccccc3n2)c1,8%,-2%,9.6%,-15%
CCOC(=O)c1cnc(SC2CC(=O)N(c3ccc(OC)c(OC)c3)C2=O)nc1N (stereo not drawn),5%,-3%,-0.2%,1%
CCOc1cc(C(=O)Nc2ccc(NC(=O)c3cc4ccccc4o3)c(OC)c2)cc(OCC)c1OCC,18%,6%,6.0%,-7%[10.9 µM]
Cc1ccc2cccc(SCC(=O)NCc3ccco3)c2n1,-2%,0%,0.4%,-5%
COc1cc(NC(=O)C2CCCN2S(=O)(=O)c2ccc3c(c2)CCC(=O)N3)cc(OC)c1 (stereo not drawn),3%,1%,5.6%,-9%
CCC(Sc1nc(=O)cc(N)n1CCc1ccccc1)C(=O)Nc1cc(C)on1 (stereo not drawn),9%,-4%,-1.8%,-23%

Four compounds from above, showing only Peg3 imprint, IkB signaling and p53ts 32C kill:
SMILES	Peg3 imprint	IkB signaling	p53ts 32C kill
CCOC(=O)N1CCC(n2c(SCC(=O)NCc3ccco3)nc3ccsc3c2=O)CC1	-12%	1.1%	-2%
CCC(Sc1nc2ccccc2c2nc(CCn3c(C)nc4ccccc43)nn12)C(=O)Nc1ccc(F)cc1 (stereo not drawn)	15%[10.9 µM]	-2.6%	4%
Cc1ccccc1Cn1c2ccccc2c2cnn(CC(=O)NCc3ccccn3)c(=O)c21	-11%[10.9 µM]	?	4%
O=C(c1cc(-c2ccncc2)nc2ccccc12)N1CCN(c2ccccn2)CC1	-18%	-0.5%	-16%

Next part.
structure,p53ts 39C kill,p53ts 32C kill,IkB signaling,Peg3 imprint
CCOC(=O)c1nnn(CC(=O)N2N=C(c3ccc(Cl)cc3)CC2c2ccccc2)c1C(=O)OCC (stereo not drawn),17%,-5%,.,.
O=C1Nc2ccc(S(=O)(=O)N3CCCC3C(=O)O)c3cccc1c23 (stereo not drawn),6%,5%,-0.4%,-2%
CN(C)c1nc(Oc2ccc(=O)n(C)n2)nc(N2CCOCC2)n1,2%,4%,2.4%,17%
CC(=O)Nc1ccc2c(c1)/C(=C/c1ccc([N+](C)(C)C)cc1)c1ccccc1-2,6%[9.22 µM],4%[9.22 µM],0.1%[11.4 µM],-4%[10.9 µM]
O=C(NC1CC(=O)N(c2cccc(F)c2)C1)c1cccs1 (stereo not drawn),-9%,-1%,1.2%,-5%[10.9 µM]
CCOC(=O)C1CCN(c2ncnc3c2oc2ccccc23)CC1,-10%,13%,?,-13%
CCOC(=O)c1ccc(NC(=O)CSc2nnc(COc3ccccc3OC)n2C)cc1,1%,3%,-0.3%,-12%
CC(C)c1cccc2c([Si](C)(C)C)c3c(nc12)-c1cccc(=O)n1C3,?,?,.,-27%
CCc1nc2ccc(C(=O)NCc3ccc(SC)cc3)cc2nc1CC,-16%,-6%,2.1%,-13%[10.9 µM]
CCS(=O)(=O)n1nc(NCc2cccc(OC)c2)nc1NCc1cccc(OC)c1,-7%,7%,?,-19%

The closing 2 records of the part before come first, to join the parts:
structure,p53ts 39C kill,p53ts 32C kill,IkB signaling,Peg3 imprint
CCc1nc2ccc(C(=O)NCc3ccc(SC)cc3)cc2nc1CC,-16%,-6%,2.1%,-13%[10.9 µM]
CCS(=O)(=O)n1nc(NCc2cccc(OC)c2)nc1NCc1cccc(OC)c1,-7%,7%,?,-19%
CS[C@]12C(=O)C[C@]3(C)[C@@H](CC[C@@]3(O)C(=O)CO)[C@@H]1CCC1=CC(=O)CC[C@]12C,25%[9.22 µM],7%[9.22 µM],0.4%[11.4 µM],-6%[10.9 µM]
O=C(CC(Nc1ccc(F)cc1)C(=O)O)c1ccccc1 (stereo not drawn),-23%,?,?,7%
Cc1nnc(SCC(=O)NCc2ccccc2)s1,9%,-6%,-1.7%,2%
Cc1ccc(C)c(N2CCN(c3nc4ccccc4c(=O)n3-c3ccc(Cl)cc3)CC2)c1,10%,7%,?,-3%[10.9 µM]
Cc1ccc2oc(-c3cccc(NC(=O)Cc4ccc(Cl)cc4)c3)nc2c1,0%,3%,2.9%,12%[10.9 µM]
COc1ccc(N2C(=O)CC(N3CCN(c4nc5ccccc5s4)CC3)C2=O)cc1 (stereo not drawn),4%,1%,1.7%,-9%
COC(=O)C1=C(C)N=C2SCCC(=O)N2C1c1ccc(OC(=O)c2ccco2)cc1 (stereo not drawn),-6%,?,.,.

Compounds were not picked by outcome; about 1.8% have a hit in one of these screens.
